CAL PDZ FP-1 = blocks peptide binding to the human CAL PDZ domain | Q9HD26 | purified CAL PDZ, TMR-peptide fluorescence polarization, 1 h | inhibition, % at 24.9 µM | actives 0.92% (n = 300,000) | AID 602252;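 active = mean inhibition of at least 30% with at least half of replicates also reaching 30%; inconclusive = no clear call, values can overlap the other calls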;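 also: 0% = DMSO neutral control and 100% = excess unlabeled competitor peptide PRC23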
Ecoli viability = reduces bacterial viability in AddAB counter-screen | actives 0.27% (n = 330,000) | E. coli V3065 growth, OD600 absorbance, 18 h | inhibition, % at 11.9 µM | AID 449728;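 active = inhibition above the campaign's mean inhibition across all tested compounds plus 3 SD, cut at about 9.9% in these data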;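 also: uninfected addAB+ strain grown without phage in ampicillin broth; 0% = DMSO wells and 100% = ciprofloxacin 0.95 µg/ml wells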
CAL PDZ FP-2 = inhibitors of human CAL PDZ peptide binding | actives 0.02% (n = 330,000) | AID 504414 | Q9HD26 | inhibition, % at 20 µM | purified CAL PDZ, TMR-peptide fluorescence polarization, 1 h;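 active = highest replicate inhibition of at least 40%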;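 also: plate controls were DMSO neutral control wells for no effect and unlabeled competitor peptide control wells for full effect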
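Material: tagged CAL PDZ domain; buffer or medium: 25 mM sodium phosphate pH 7.4, 150 mM NaCl, TCEP, IgG, Thesit; compound dosing: single point, 20 µM; schedule: 1 h incubation at room temperature before polarization reading; measured by: FP readout, S and P plane fluorescence; read-out basis: percent inhibition from loss of millipolarization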
phage Ecoli inh = E. coli growth loss with phage present; AID 651602; growth absorbance; actives 0.26% (n = 360,000); inhibition, % at 11.9 µM; in the data active = inhibition above about 11%
Wnt act = Wnt/beta-catenin pathway activation | Wnt/beta-catenin reporter cell assay, activator, plate reader | activation, % at 9.35 µM | actives 1.2% (n = 300,000) | AID 743398; in the data active = activation above about 30%, passing the limit was not always enough; inconclusive = no clear call, values can overlap the other calls;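 also: 0% = neutral control wells and 100% = positive control wells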
SR-BI HDL uptake = blocks mouse SR-BI lipid uptake from DiI-HDL; Q61009; ldlA[mSR-BI] CHO cells, DiI-HDL uptake fluorescence, 3 h; inhibition, % at 12.5 µM; actives 0.96% (n = 320,000); AID 488896;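 active = mean replicate inhibition of at least 70% and a set share of replicates each scoring 70 or more; inconclusive = meets just one of the two criteria; inactive = fails both criteria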;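 also: 0% = median of neutral control wells and 100% = median of positive control wells; values of inactives mirror those of a sister screen read the other way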
Target sequence (Q61009 whole entry, looked up): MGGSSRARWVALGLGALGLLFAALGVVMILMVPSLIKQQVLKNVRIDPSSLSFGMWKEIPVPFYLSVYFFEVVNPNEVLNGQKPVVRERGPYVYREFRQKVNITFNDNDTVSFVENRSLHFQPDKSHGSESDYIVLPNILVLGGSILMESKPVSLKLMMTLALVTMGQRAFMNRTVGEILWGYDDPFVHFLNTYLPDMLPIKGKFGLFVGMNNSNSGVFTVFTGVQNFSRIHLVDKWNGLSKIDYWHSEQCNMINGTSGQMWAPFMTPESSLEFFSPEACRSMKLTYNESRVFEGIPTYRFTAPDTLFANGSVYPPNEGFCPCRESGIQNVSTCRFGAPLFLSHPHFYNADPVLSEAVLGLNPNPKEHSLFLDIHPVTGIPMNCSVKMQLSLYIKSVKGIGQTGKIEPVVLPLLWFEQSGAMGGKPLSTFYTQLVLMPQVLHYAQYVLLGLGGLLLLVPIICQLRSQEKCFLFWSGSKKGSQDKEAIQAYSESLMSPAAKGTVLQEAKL
AddAB inh = less growth of phage-infected E. coli with AddAB. E. coli expressing H. pylori AddAB, absorbance growth. inhibition, % at 11.9 µM. actives 0.29% (n = 330,000). AID 435030; in the data active = inhibition above about 12%;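 also: 0% = vehicle wells of infected cells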
Tat transport = blocks Tat-dependent protein export in E. coli; E. coli MC4100 TorA-mCherry Tat export, fluorescence; inhibition, % at 10 µM; actives 0.036% (n = 340,000); AID 488895;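 active = mean replicate inhibition at least 50% and at least half of replicates individually reaching 50%; inconclusive = only one of the two criteria met; inactive = neither criterion met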;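 also: exported cargo escapes ClpAP degradation while cytoplasmic cargo is degraded and loses fluorescence; 0% = median of neutral control wells and 100% = median of NaSCN control wells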
SR-BI uptake up = SR-BI HDL lipid transfer activation | CHO ldlA[mSR-BI] cells, DiI-HDL uptake fluorescence, 3 h; 100 = double the neutral-control signal | AID 504775 | activation, % at 12.5 µM | actives 0.096% (n = 320,000);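 active = mean replicate activation of at least 60% and every replicate at or above 60%; inconclusive = mean or all-replicate condition met, but not both; inactive = mean below 60% and not all replicates reaching 60%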;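 also: 0% = median plate neutral-control signal and 100% = twice that signal; values of inactives mirror those of a sister screen read the other way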
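Assay system: CHO ldlA[mSR-BI] cells, LDL receptor-null, SR-BI overexpressing; medium: Ham's F12 with 0.5% BSA, HEPES 25 mM, pH 7.4; also added: DiI-HDL 10 µg/mL; timing: 3 h uptake period with compound, 37 °C; signal: DiI fluorescence, bottom read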
MITF TRPM1 HTS = MITF TRPM1 promoter activation in melanoma cells. SK-MEL-5 TRPM1-promoter luciferase, 24 h; % of positive control, neutral wells = 0. activation, % at 12.5 µM. actives 0.75% (n = 300,000). AID 588334;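 active = mean activation of at least 80% with every replicate also reaching 80%; inconclusive = mean reaches 80% but some replicate falls short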;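 also: 0% = neutral control wells and 100% = parthenolide positive control wells; values of inactives mirror those of a sister screen read the other way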
Starred values were filed as active, the others as inactive; ? = inconclusive; · = not tested or not shown.

SMILES	CAL PDZ FP-1	Ecoli viability	CAL PDZ FP-2	phage Ecoli inh	Wnt act	SR-BI HDL uptake	AddAB inh	Tat transport	SR-BI uptake up	MITF TRPM1 HTS
COCCn1nnnc1C(c1cccc(OC)c1OC)N1CCN(C2CCCCC2)CC1 (stereo not drawn)	·	0.7	1.4	2.5	·	-16	3.2	-9	16	6
Cc1cccc(C)c1NC(=S)N(CCN1CCCCCC1)Cc1ccco1	9	-2.0	-0.3	2.0	-1	-20	0.3	-10	20	14
Cc1ccc(-c2nc3ccccc3nc2-c2ccccc2)cc1	-4	1.8	·	1.4	1	11	2.9	8	-11	4
CCN(CC)C(=O)Cn1cnc2sc(C)c(S(=O)(=O)N3CCC(C)CC3)c2c1=O	-4	-0.1	-0.1	-1.8	3	·	4.2	-5	·	·
O=C1CC(N2CCN(Cc3ccc4c(c3)OCO4)CC2)C(=O)N1c1cccc(Cl)c1 (stereo not drawn)	1	3.9	-2.9	1.1	·	-3	0.9	-3	3	-4
C#Cc1ccc([C@H]2C=C(C(=O)NCc3ccccc3)O[C@@H](OCc3ccc(CO)cc3)C2)cc1	-4	1.2	-0.2	0.9	-2	12	3.2	-6	-12	-2
CCOc1ccc(-c2nnc(Nc3ccc(OC)c(C(=O)N4CCCCC4)c3)c3ccccc23)cc1	3	-0.5	-1.5	5.6	·	53	0.2	7	-53	-3
O=C(N=NC(=O)c1ccco1)c1ccc2c(O)n(N3C(=O)c4ccccc4C3=O)c(O)c2c1	1	-0.6	-1.8	0.8	·	-55	3.5	-4	55	-11
CCCN(CC(=O)Nc1cc(Cl)cc(Cl)c1)CC(=O)Nc1ccc(F)c(F)c1F	0	-0.3	-0.5	1.8	-4	36	1.9	3	-36	19
CCc1cccc2c(C(=O)CN3C(=O)NC(C)(c4cccc5ccccc45)C3=O)c[nH]c12 (stereo not drawn)	3	1.9	-2.1	2.1	-4	53	4.8	-3	-53	1
CCCCOC(=O)Nc1ccccc1C(N)=O	-3	0.5	-2.2	0.2	13	5	3.2	4	-5	·
C#CCOCCOCCOCCNc1nc(N2CCN(C(=O)CCCCCCCCCCNC(=O)[C@H]([C@@H](C)CC)n3cc(CCCCCN)nn3)CC2)nc(N2CCN(C(=O)CCCCCCCCCCNC(=O)[C@@H]([C@H](C)O)n3cc(C)nn3)CC2)n1	5	-4.5	-0.4	·	·	-5	1.8	-4	5	-98
O=C(COC(=O)CN1C(=O)c2ccccc2C1=O)Nc1ccc(S(=O)(=O)N2CCCC2)cc1	35*	-0.6	·	-0.2	2	-9	-0.3	-8	9	6
COC(=O)c1ccc(N2CCOCC2)c(NC(=O)c2cc3ccccc3o2)c1	·	·	-1.6	1.1	1	-17	·	1	17	1
Cc1csc2nc(O)c(C(=O)NCc3ccc4c(c3)OCO4)c(=O)n12	-3	2.1	-1.7	5.9	0	-9	2.6	0	9	-1
Cn1c(=O)[nH]c(=O)c2c1nc(SCC(=O)O)n2Cc1ccccc1	-4	-1.3	-0.8	0.6	-2	6	-0.7	18	-6	·
COc1cccc(CN(C)C(=O)C(CCSC)NS(=O)(=O)c2ccc3c(c2)OCCO3)c1OC (stereo not drawn)	0	3.8	-1.1	-0.1	-1	-5	1.9	-8	5	8
O=C1C(=O)N(Cc2ccco2)C(c2cccs2)/C1=C(\O)c1cccc([N+](=O)[O-])c1 (stereo not drawn)	·	0.0	0.1	3.0	1	-3	1.0	9	3	-2
C=CCSC1=N/C(=C\c2cc(OCC)c(OC(C)=O)c([N+](=O)[O-])c2)C(=O)S1	-2	-1.0	-0.9	0.5	-1	-31	0.9	1	31	-18
O=C(Cn1cnc2c(cnn2-c2ccc(Cl)cc2)c1=O)NCC1CCCO1 (stereo not drawn)	-2	1.6	-0.6	1.8	-2	-28	0.8	-4	28	-5
O=C(COC(=O)c1cc2c(s1)CCCC2)Nc1ccc(Cl)cn1	-6	0.9	-1.9	4.2	0	-16	-0.2	-2	16	20
Cc1ccc(C(=O)CC(C(=O)O)n2cccn2)cc1 (stereo not drawn)	-5	-1.6	0.0	0.0	-2	1	2.0	8	-1	1
Cc1ccccc1CSc1ccc(S(=O)(=O)N2CCCC2)cn1	·	0.2	-1.2	3.3	-1	10	1.2	5	-10	-2
COc1ccc(Cl)cc1N1C(=O)c2cccnc2C1=O	26	-2.9	-0.5	1.2	3	·	-0.5	-4	·	-3
CC(C)(O)C#Cc1ccc(C(=O)NCCc2ccc(S(N)(=O)=O)cc2)cc1	-7	-1.9	-1.0	2.6	-2	-12	-0.5	-15	12	-7
Cc1ccc(/C(N)=N/OC(=O)N2CCOCC2)cc1	-2	1.4	0.3	0.6	·	-20	1.6	-23	20	-1
O=C(O)c1ccc(N2C(=O)C3ON(c4ccccc4)C(c4ccccc4F)C3C2=O)cc1 (stereo not drawn)	-22	1.8	-1.2	2.9	-2	-10	2.0	-1	10	·
C=CCn1c(SCC(=O)NCCCC(=O)OCC)nc2scc(-c3ccco3)c2c1=O	7	0.7	-0.6	1.3	-1	1	-1.1	3	-1	-10
CN(Cc1ccccc1)C(=O)CC(c1ccccc1)c1cc(Cl)ccc1O (stereo not drawn)	-2	2.2	·	4.8	·	-19	0.3	14	19	1
COc1ccc(NC(=O)CN(C)C(=O)C(C)N2C(=O)c3ccccc3C2=O)cc1 (stereo not drawn)	-3	1.1	0.0	3.5	0	-10	-0.9	-2	10	3
NC(=O)NC(Cc1ccccc1)C(=O)Nc1ccc(S(N)(=O)=O)cc1 (stereo not drawn)	-6	-0.6	-0.7	4.5	·	-10	1.6	-5	10	0
CS(=O)(=O)N1N=C(c2cccs2)CC1c1ccco1 (stereo not drawn)	2	1.4	0.6	-0.5	2	4	-0.5	-2	-4	-7
CCOCCCNC(=O)c1ccc(NC(=O)C2CCCO2)cc1 (stereo not drawn)	6	0.0	-0.9	0.2	-3	-20	-1.7	-4	20	9
O=C(NCCc1ccc(F)cc1)c1ccc(S(=O)(=O)N2CCCCC2)cc1	0	·	-1.7	1.6	1	37	·	-2	-37	7
CN(C)S(=O)(=O)c1ccc(C(=O)NCc2ccc3[nH]c4c(c3c2)CCCC4)cc1	3	0.3	0.8	3.9	-4	21	2.0	-4	-21	-15
COC(=O)c1cc(NC(=O)CCc2c(C)nc3ncnn3c2C)cc(C(=O)OC)c1	-3	-1.6	-0.7	3.9	2	10	0.2	-16	-10	-1
Cc1ncc(CN2CCCC(C(=O)Nc3ccc(-c4cccc(F)c4)cc3)C2)cn1 (stereo not drawn)	-2	-0.9	-3.7	3.9	-3	4	0.9	6	-4	-7
C=CCn1c(=N)c(S(=O)(=O)c2ccc(C)c(C)c2)cc2c(=O)n3ccccc3nc21	-4	1.4	-3.3	1.4	-4	-153	3.0	-6	?	-2
CCN(CC)S(=O)(=O)c1ccc(Cl)c(C(=O)Nc2nncs2)c1	0	-1.2	-1.7	2.6	·	-3	1.6	-8	3	1
COc1ccc(N2CCN(c3nc4ccccn4c(=O)c3/C=C(\C#N)S(=O)(=O)c3ccccc3)CC2)cc1	-4	0.2	-1.1	2.2	-3	-15	-0.5	-8	15	2
Cc1cccc(-c2noc(CCc3ccccc3)n2)c1	·	0.9	-0.6	2.4	?	-9	3.0	4	9	·
O=C(CCn1nnc2ccccc21)NNC(=O)C1CCCCC1	2	-1.5	-0.6	2.6	-1	10	0.2	-6	-10	5
CC(OC(=O)CN(C)S(=O)(=O)c1ccc(Cl)cc1)C(=O)Nc1cccc(Cl)c1 (stereo not drawn)	3	-2.4	-1.8	3.3	·	15	-1.0	11	-15	·
CC(C)c1ccc(NC(=S)NCCc2c[nH]c3ccccc23)cc1	0	5.2	0.7	4.4	·	13	6.1	8	-13	-17
C/C(=N\NC(=O)c1cccc(S(=O)(=O)Nc2ccccc2Cl)c1)c1ccco1	-3	-0.7	-1.5	1.5	·	14	-0.7	-3	-14	-9

Fetched by compound from the list above (three):
SMILES	CAL PDZ FP-1	Ecoli viability	CAL PDZ FP-2	phage Ecoli inh	Wnt act	SR-BI HDL uptake	AddAB inh	Tat transport	SR-BI uptake up	MITF TRPM1 HTS
O=C(NCCc1ccc(F)cc1)c1ccc(S(=O)(=O)N2CCCCC2)cc1	0	·	-1.7	1.6	1	37	·	-2	-37	7
COC(=O)c1cc(NC(=O)CCc2c(C)nc3ncnn3c2C)cc(C(=O)OC)c1	-3	-1.6	-0.7	3.9	2	10	0.2	-16	-10	-1
COc1ccc(N2CCN(c3nc4ccccn4c(=O)c3/C=C(\C#N)S(=O)(=O)c3ccccc3)CC2)cc1	-4	0.2	-1.1	2.2	-3	-15	-0.5	-8	15	2

Further results.
SMILES	CAL PDZ FP-1	Ecoli viability	CAL PDZ FP-2	phage Ecoli inh	Wnt act	SR-BI HDL uptake	AddAB inh	Tat transport	SR-BI uptake up	MITF TRPM1 HTS
O=C(O)CCNc1nc(-c2ccccc2)c2cc(Br)ccc2n1	23	·	-5.2	0.5	-1	4	·	2	-4	-7
Cc1ccc2nc3c(c(Nc4cccc(O)c4)c2c1)CCC3	-35	-1.6	-3.0	4.6	1	19	-0.6	-4	-19	-28
CCCC(=O)N(CCN(Cc1ccccc1)C(=O)CCC)Cc1ccccc1	-7	2.1	-1.0	0.3	·	-32	3.3	-3	32	11
CN(C)c1ccccc1C(=O)N1CCCC(C(=O)c2ccc3ccccc3c2)C1 (stereo not drawn)	-2	0.4	-1.5	0.5	-4	-19	2.0	31	19	-2
CCOC(=O)CNc1nc(C#N)nc(N2CCOCC2)n1	1	0.2	-1.1	0.2	·	17	2.7	-4	-17	9
N#Cc1nc(-c2ccc(OCc3ccccc3)cc2)oc1NCc1cccnc1	-6	0.4	·	2.2	·	37	2.7	13	-37	13
O=C(Nc1cccc(NC(=O)c2cccs2)c1)c1ccc2c(c1)OCCO2	-8	-0.4	-3.9	2.6	8	32	2.3	-1	-32	37
CCOC(=O)N1CCC(N2C(=O)c3ccc(C(=O)O)cc3C2=O)CC1	0	0.3	-0.7	0.8	-3	-38	-0.1	-11	38	-2
Cc1nnc(-c2cccc(Br)c2)c2cn(-c3ccccc3)nc12	·	1.1	-2.8	1.6	·	55	0.1	6	-55	3

Structures from the list above containing a cyano group, in the order listed:
SMILES	CAL PDZ FP-1	Ecoli viability	CAL PDZ FP-2	phage Ecoli inh	Wnt act	SR-BI HDL uptake	AddAB inh	Tat transport	SR-BI uptake up	MITF TRPM1 HTS
COc1ccc(N2CCN(c3nc4ccccn4c(=O)c3/C=C(\C#N)S(=O)(=O)c3ccccc3)CC2)cc1	-4	0.2	-1.1	2.2	-3	-15	-0.5	-8	15	2
CCOC(=O)CNc1nc(C#N)nc(N2CCOCC2)n1	1	0.2	-1.1	0.2	·	17	2.7	-4	-17	9
N#Cc1nc(-c2ccc(OCc3ccccc3)cc2)oc1NCc1cccnc1	-6	0.4	·	2.2	·	37	2.7	13	-37	13
